Screens (PubChem)
TLR9-MyD88 block: inhibitors of human TLR9-MyD88 binding. Q9NR96+Q99836. AID 504734. CHO BLA complementation TLR9-MyD88, CCF4 FRET ratio. actives 0.21% (n = 340,000). inhibition, % at 4.98 µM;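 active = inhibition above the mean over all tested compounds plus 3 SD, cut at about 21% in these data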;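 note: 0% = DMSO only wells and 100% = clavulanate BLA inhibitor control wells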
NOD2 RIPK2 PPI: blocks binding of human NOD2 to RIPK2. O43353. CHO BLA complementation NOD2-RIPK2, CCF4 ratio. inhibition, % at 4.98 µM. actives 0.38% (n = 360,000); in the data active = inhibition above about 21%;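 note: 0% = vehicle only and 100% = reference blocker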
NR5A2 inv ag: inverse agonists of human LRH-1 (NR5A2). O00482. HEK293T StAR-luciferase reporter, LRH-1 transfected, 24 h. inhibition, % at 3.6 µM. actives 0.13% (n = 360,000). AID 602396;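 active = inhibition above the mean inhibition of all tested compounds plus 3 SD, cut at about 73% in these data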;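 note: 0% = DMSO wells and 100% = reporter-only cells lacking LRH-1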
Target sequence (O00482 whole entry, looked up): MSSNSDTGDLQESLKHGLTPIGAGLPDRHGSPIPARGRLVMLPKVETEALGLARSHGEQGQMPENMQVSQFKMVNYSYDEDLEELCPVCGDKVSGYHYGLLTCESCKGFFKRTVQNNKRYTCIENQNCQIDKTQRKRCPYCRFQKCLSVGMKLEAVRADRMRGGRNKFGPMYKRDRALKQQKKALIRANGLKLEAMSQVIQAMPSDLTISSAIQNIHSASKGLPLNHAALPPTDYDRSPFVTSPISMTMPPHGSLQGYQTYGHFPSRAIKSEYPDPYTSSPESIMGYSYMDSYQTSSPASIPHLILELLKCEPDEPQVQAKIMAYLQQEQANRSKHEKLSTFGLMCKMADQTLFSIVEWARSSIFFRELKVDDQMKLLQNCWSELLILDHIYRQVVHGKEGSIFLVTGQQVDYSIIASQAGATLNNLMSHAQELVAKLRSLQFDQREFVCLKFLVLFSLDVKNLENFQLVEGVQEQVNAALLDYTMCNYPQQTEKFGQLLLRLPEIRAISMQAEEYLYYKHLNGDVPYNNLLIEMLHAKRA
NCOA1 inh: human NCOA1 inhibition | Q15788 | HEK293 GAL4-SRC1 luciferase reporter, luminescence | inhibition, % at 3.6 µM | actives 0.12% (n = 360,000) | AID 588354;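 active = inhibition above the campaign mean plus 3 SD, with each screening campaign given its own cutoff, cut at about 60% in these data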;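 note: 0% = DMSO treated cells and 100% = gossypol at 36 µM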
Vif imaging: blocks HIV Vif function; actives 0.35% (n = 340,000); inhibition, % at 7.49 µM; HEK293T cells, Vif self-association by quenched fluorescence, imaging, 24 h; in the data active = inhibition above about 50%, passing the limit was not always enough; inconclusive = no clear call, values can overlap the other calls; inactive = below about 31%; note: some results filed as inactive read as strong as hits
NCOA3 inh: inhibits human SRC3 coactivator. Q9Y6Q9. HEK293 GAL4-SRC3 luciferase reporter, luminescence. inhibition, % at 3.6 µM. actives 0.17% (n = 360,000). AID 588352;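 active = inhibition above a per-campaign cutoff, the mean of all compounds plus 3 SD, cut at about 60% in these data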;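 note: 0% = DMSO-treated cells and 100% = gossypol-treated cells at 36 µM; higher means less SRC3-driven luciferase light from the GAL4 reporter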
NR2F2 inh: NR2F2 (human) inhibition, primary screen; inhibition, % at 8.6 µM; actives 0.7% (n = 370,000); HEK293T NGFI-A luciferase reporter, luminescence; P24468;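 active = inhibition above a per-plate cutoff, mean inhibition of test wells between control levels plus 3 SD, cut at about 38% in these data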;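 note: cells cotransfected with COUP-TFII expression vector driving the NGFI-A reporter; 0% = median of COUP-TF2 test wells and 100% = reporter-only cells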
Target sequence (P24468 whole entry, looked up): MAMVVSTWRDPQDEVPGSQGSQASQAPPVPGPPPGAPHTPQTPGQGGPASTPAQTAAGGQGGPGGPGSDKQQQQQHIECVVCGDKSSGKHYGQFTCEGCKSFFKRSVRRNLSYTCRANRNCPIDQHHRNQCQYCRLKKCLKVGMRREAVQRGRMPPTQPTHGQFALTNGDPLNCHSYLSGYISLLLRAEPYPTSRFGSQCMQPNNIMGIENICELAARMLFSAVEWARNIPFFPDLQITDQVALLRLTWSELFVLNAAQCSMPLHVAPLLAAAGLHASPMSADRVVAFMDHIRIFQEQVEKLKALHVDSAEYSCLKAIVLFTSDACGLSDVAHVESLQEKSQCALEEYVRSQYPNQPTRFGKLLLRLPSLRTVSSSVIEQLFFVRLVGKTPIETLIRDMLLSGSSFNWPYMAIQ
NCOA2 inhibitor: inhibits human steroid receptor coactivator 2. Q15596. HEK293 GAL4-SRC2 luciferase reporter, luminescence. inhibition, % at 9 µM. actives 0.17% (n = 370,000). AID 651957;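 active = inhibition above the mean inhibition of all tested compounds plus 3 SD, set per campaign, cut at about 52% in these data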;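 note: 0% = DMSO treated cells and 100% = cells given Gossypol at 36 µM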
TRAIL sens C8: sensitizes caspase-8 expressing cells to TRAIL | NB7+C8 cells + TRAIL, ATPlite viability luminescence | inhibition (viability loss, TRAIL sensitization), % at 10 µM | actives 1% (n = 360,000) | AID 624354;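 active = compounds causing at least 50% loss of cell viability in the single-dose screen, relative to plate controls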
TROY NFkB inh: TROY signaling inhibition; Q293 LMP1-TROYcd NF-kB luciferase reporter, 4 h; actives 0.98% (n = 360,000); inhibition, % at 10 µM;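 active = compounds whose plate-normalised and pattern-corrected inhibition of the luciferase reporter signal at the single screening dose is 50% or more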
LMP1 NFkB inh: inhibitors of Epstein-Barr LMP1-induced NF-kappaB reporter; LMP1-induced NF-kappaB luciferase reporter cells, luminescence; inhibition, % at 12.5 µM; actives 0.69% (n = 350,000); AID 504558; in the data active = inhibition above about 41%; inconclusive = no clear call, values can overlap the other calls;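 note: 0% = neutral control wells and 100% = reference inhibitor control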
* hit, by the source's call; ? = inconclusive; . = not tested or not shown. The list is partial; rates above refer to the full screens.

SMILES	TLR9-MyD88 block	NOD2 RIPK2 PPI	NR5A2 inv ag	NCOA1 inh	Vif imaging	NCOA3 inh	NR2F2 inh	NCOA2 inhibitor	TRAIL sens C8	TROY NFkB inh	LMP1 NFkB inh
O=C(Oc1ccc(/C=N/NC(=O)c2ccccn2)cc1)c1ccc(Br)cc1	-9	-7	-4	-35	-9	-20	-3	-17	18	-13	4
CCOC(=O)c1ccc(NC(=O)C(CC)(CC)C(=O)OCC)cc1	6	-5	-8	-10	-3	3	3	-44	-13	-15	6
NC(=O)C[C@H]1NC(=O)[C@H](CCC(=O)O)NC(=O)c2cc([N+](=O)[O-])cc(I)c2NCCC[C@@H](C(N)=O)NC1=O	-2	-7	-15	2	-1	-10	-17	7	0	-6	20
CCn1c(C)cc(/C=C2/SC(=O)N(CC(=O)N3CCCC3)C2=O)c1C	6	-1	-21	-22	18	1	-4	1	6	0	-6
S=c1[nH]nc(Cn2c(-c3ccccn3)nc3ccccc32)n1-c1ccc2c(c1)OCCO2	1	6	-47	-46	-4	-34	-3	-12	-5	-12	-2
COc1ccc(CCNC(=O)c2cc(C3CC3)nc3c2cnn3C(C)C)cc1	-12	-4	4	-11	-2	8	8	-9	1	-2	-4
Cc1ccc(NC(=S)NC(=O)c2cncc(Br)c2)c(C)c1	.	-13	-22	-10	-2	-8	17	3	-2	-33	.
CCOc1ccc(NC(=S)Nc2ccc(OCC)cc2)cc1	-4	-5	7	12	5	21	11	-9	1	6	10
O=C(CN1CCN(S(=O)(=O)c2ccc(F)cc2)CC1)Nc1ccccc1C(=O)NC1CC1	-8	-4	5	-3	-14	4	4	-2	2	-8	4
CC1(c2ccc3c(c2)OCO3)NC(=O)N(CC(=O)Nc2ccccc2[N+](=O)[O-])C1=O (centres undefined)	5	3	26	-16	-6	-5	8	-30	-24	7	-8
CNC(=O)c1ccc(OCc2ccccc2)c(OC)c1	5	0	9	-5	-6	-3	-23	-26	11	-35	-15
COc1ccc2nc(SCC(=O)Nc3ccc4c(c3)OCCO4)[nH]c2c1	1	6	9	11	.	18	-4	29	0	69*	14
C#CCNC(=O)C1=C[C@@H](c2ccc(C#C)cc2)C[C@@H](OCCCCO)O1	-1	-1	7	-17	-6	0	5	13	-9	-2	4
COc1ccc(OC)c(-c2nnc(SCC(=O)N3CCOCC3)o2)c1	-2	-3	1	-6	?	9	-1	-30	-13	-5	-1
COC1=CC(=O)OC(c2ccco2)C1 (centres undefined)	-6	-2	12	-13	8	3	4	-14	-11	11	1

Retrieved one by one from the entries so far:
SMILES	TLR9-MyD88 block	NOD2 RIPK2 PPI	NR5A2 inv ag	NCOA1 inh	Vif imaging	NCOA3 inh	NR2F2 inh	NCOA2 inhibitor	TRAIL sens C8	TROY NFkB inh	LMP1 NFkB inh
COC1=CC(=O)OC(c2ccco2)C1 (centres undefined)	-6	-2	12	-13	8	3	4	-14	-11	11	1
CCOc1ccc(NC(=S)Nc2ccc(OCC)cc2)cc1	-4	-5	7	12	5	21	11	-9	1	6	10

Next part.
SMILES	TLR9-MyD88 block	NOD2 RIPK2 PPI	NR5A2 inv ag	NCOA1 inh	Vif imaging	NCOA3 inh	NR2F2 inh	NCOA2 inhibitor	TRAIL sens C8	TROY NFkB inh	LMP1 NFkB inh
Cc1ccc(NCc2nnc(SCC(=O)Nc3cccc(O)c3)n2CC2CCCO2)c(C)c1 (centres undefined)	-6	11	7	7	3	19	-10	3	-7	7	-5
COC(=O)c1[nH]c2ccccc2c1NC(=O)C(C)N1CCOCC1 (centres undefined)	0	-1	18	1	-1	17	11	-9	-3	-16	-6
CCCn1c(SCC(=O)NC2CCCCC2)nnc1-c1ccncc1	0	6	15	4	-14	25	5	-27	-8	13	0
CN(C)c1ccc(/C=N/NC(N)=S)cc1[N+](=O)[O-]	3	3	20	-3	3	9	-17	-12	-9	-17	-1
COc1ccc(N2CCN(c3cc(=O)n(Cc4ccc(F)cc4)c(=O)[nH]3)CC2)cc1	8	-2	-9	-71	-19	3	7	13	6	3	5
CCN(CC)CCn1c(NC(=O)c2ccc(C)cc2)nc2ccccc21	-8	-4	-50	-55	7	-62	-25	-53	15	-5	-22
COc1ccc(S(=O)(=O)N2CCC(C(=O)N3CCc4ccccc4C3)CC2)cc1	-12	-5	7	15	-7	18	11	-15	0	10	-1
COC(=O)c1ccn(C(=O)c2ccc(Cl)cc2)n1	2	1	-3	2	10	-57	-13	8	-15	-26	-12
COc1cc(OC)c(NC(=O)C2CCCN2C(=O)OCc2ccccc2)cc1Cl (centres undefined)	4	1	2	-4	-2	19	8	5	-6	-4	0
COc1cccc(NC(=O)c2cc(CN3C(=O)c4ccccc4C3=O)ccc2OC)c1	-11	-8	13	4	-1	14	-4	9	-5	-14	-7
CCOc1ccc(NC(=O)NCc2ccc3c(c2)OCO3)cc1	-4	-5	-3	-1	2	-6	-17	-23	-10	4	0
CC(C)N(Cc1cn(C)nc1-c1cccc(Cl)c1)Cc1nccn1C	0	0	25	4	-9	7	-2	-1	-1	0	-3
Cc1cc(C(=O)O)ccc1N=Cc1c(O)ccc2ccccc12	1	-14	6	-4	-2	-10	-13	-5	-3	0	-6
CCOC(=O)N1CCC(N2Cc3cccc(C(=O)NCc4ccccc4OC)c3C2=O)CC1	-3	3	-4	2	-2	12	0	-29	-10	3	2
O=C(Nc1ccc(S(=O)(=O)Nc2nccs2)cc1)c1nn(-c2ccc(F)cc2)ccc1=O	-4	0	-27	0	0	8	-16	-1	-5	2	6
O=C(C1=C[C@@H](c2ccccc2)C[C@@H](OCCCCO)O1)N1CCOCC1	-9	-7	20	-5	-1	-2	9	-8	-10	-9	1
COCc1[nH][nH]c(=O)c1/C=N/N1CCOCC1	5	4	16	-3	-1	4	1	-18	3	6	8
CCOC(=O)c1[nH]c2ccccc2c1NC(=O)CCN1CC(C)OC(C)C1 (centres undefined)	-1	-3	16	-15	-7	8	3	7	-6	-15	-13
O=C(COc1ccccc1)Nc1nc(-c2ccncc2)cs1	-15	-7	4	7	17	-9	3	5	41	-1	1
CCC(C)[C@H](NC(=O)N1CC(=O)Nc2ccccc21)C(=O)N[C@H](Cc1ccccc1)C(=O)O (some centres undefined)	3	-6	6	-13	-5	14	7	15	-4	4	-1
O=C(Nc1cccc(Cl)c1)c1ccc2c(=O)n3c(nc2c1)CCCCC3	0	-6	-149	-83	-24	-75	-56	-23	41	53*	-23
COc1ccc(C(=O)Nc2cc3c(cc2OC)CCCC3)cc1Br	8	9	2	-20	-8	11	-5	-2	8	-31	14
Cc1ccc(S(=O)(=O)NN2C(=O)/C(=C/c3cccs3)SC2=S)cc1	2	0	9	22	-6	13	10	3	0	28	-2
CC(C(=O)Nc1ccc(OCc2ccccc2)cc1)N1CCCC1 (centres undefined)	1	0	0	-25	-9	-7	-18	-19	2	-34	-17
Cc1cccc(NC2=NC3(CCCCC3)N=C(N)N2)c1	6	-5	6	6	9	5	7	-15	-3	-11	3

Among those listed so far, eleven contain a halogen:
SMILES	TLR9-MyD88 block	NOD2 RIPK2 PPI	NR5A2 inv ag	NCOA1 inh	Vif imaging	NCOA3 inh	NR2F2 inh	NCOA2 inhibitor	TRAIL sens C8	TROY NFkB inh	LMP1 NFkB inh
O=C(Oc1ccc(/C=N/NC(=O)c2ccccn2)cc1)c1ccc(Br)cc1	-9	-7	-4	-35	-9	-20	-3	-17	18	-13	4
NC(=O)C[C@H]1NC(=O)[C@H](CCC(=O)O)NC(=O)c2cc([N+](=O)[O-])cc(I)c2NCCC[C@@H](C(N)=O)NC1=O	-2	-7	-15	2	-1	-10	-17	7	0	-6	20
Cc1ccc(NC(=S)NC(=O)c2cncc(Br)c2)c(C)c1	.	-13	-22	-10	-2	-8	17	3	-2	-33	.
O=C(CN1CCN(S(=O)(=O)c2ccc(F)cc2)CC1)Nc1ccccc1C(=O)NC1CC1	-8	-4	5	-3	-14	4	4	-2	2	-8	4
COc1ccc(N2CCN(c3cc(=O)n(Cc4ccc(F)cc4)c(=O)[nH]3)CC2)cc1	8	-2	-9	-71	-19	3	7	13	6	3	5
COC(=O)c1ccn(C(=O)c2ccc(Cl)cc2)n1	2	1	-3	2	10	-57	-13	8	-15	-26	-12
COc1cc(OC)c(NC(=O)C2CCCN2C(=O)OCc2ccccc2)cc1Cl (centres undefined)	4	1	2	-4	-2	19	8	5	-6	-4	0
CC(C)N(Cc1cn(C)nc1-c1cccc(Cl)c1)Cc1nccn1C	0	0	25	4	-9	7	-2	-1	-1	0	-3
O=C(Nc1ccc(S(=O)(=O)Nc2nccs2)cc1)c1nn(-c2ccc(F)cc2)ccc1=O	-4	0	-27	0	0	8	-16	-1	-5	2	6
O=C(Nc1cccc(Cl)c1)c1ccc2c(=O)n3c(nc2c1)CCCCC3	0	-6	-149	-83	-24	-75	-56	-23	41	53*	-23
COc1ccc(C(=O)Nc2cc3c(cc2OC)CCCC3)cc1Br	8	9	2	-20	-8	11	-5	-2	8	-31	14
